LDHA inh: blocks human lactate dehydrogenase A. P00338. purified LDHA, NADH/diaphorase-resazurin fluorescence; active compounds read low. activity change, % (values are at about 110 or 230 µM). 480,000 compounds, 0.15% hits. AID 1347041; in the data active = activity change below about -30%; inconclusive = mostly about -25% to -30%;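 note: plate controls were DMSO wells for no effect and wells without enzyme for full effect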
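Human LDH5 at 2 nM final in Tris HCl pH 7.4 with 0.06 mM NADH and 0.2 mM pyruvate, reacted 5 minutes at room temperature. Remaining NADH coupled via diaphorase/resazurin; resorufin fluorescence read at 0 and 20 minutes, normalized to enzyme-free and DMSO wells.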
D2 PAM: positive allosteric modulators of human D2 dopamine receptor | AID 485347 | P14416 | potentiation, % at 10 µM | 340,000 compounds, 0.34% hits | HEK293 T-REx D2, calcium flux, EC20 dopamine potentiation;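 active = potentiation over 3 SD above the plate norm, cut at about 30% in these data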; note: 0% is about no effect
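Using a no-wash calcium dye in inducible, force-coupled HEK293 Trex cells expressing D2, we tracked fluorescence each second for 180 s after compound, then for 180 s after EC20 dopamine to detect augmented signalling.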
GRP78 ERSR act: induces the endoplasmic reticulum stress response in human glioma cells; U87-MG GRP78 promoter luciferase reporter, 16 h; Potency, µM, without a hit: top-dose activation, usual class: activators; 420,000 compounds, 0.02% hits; note: potency is the fitted concentration of half-maximal effect; series mostly up to about 76 µM; % of control where 0% means no effect; nearly all actives have a fitted effect of over 35% in size
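Stably transfected U87-MG glioma cells carrying a GRP78-based luciferase sensor; 16 h compound incubation. Luminescence end-point read 10 min after Bright-Glo addition at room temperature.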
D1 ag: human D1 receptor agonism. 360,000 compounds, 1% hits. P21728. HEK293 T-REx D1 cells, calcium flux, agonist mode. AID 504660. activation, % at 2 µM; in the data active = activation above about 30%; note: 0% is about no effect
Target sequence (P21728 whole entry, looked up): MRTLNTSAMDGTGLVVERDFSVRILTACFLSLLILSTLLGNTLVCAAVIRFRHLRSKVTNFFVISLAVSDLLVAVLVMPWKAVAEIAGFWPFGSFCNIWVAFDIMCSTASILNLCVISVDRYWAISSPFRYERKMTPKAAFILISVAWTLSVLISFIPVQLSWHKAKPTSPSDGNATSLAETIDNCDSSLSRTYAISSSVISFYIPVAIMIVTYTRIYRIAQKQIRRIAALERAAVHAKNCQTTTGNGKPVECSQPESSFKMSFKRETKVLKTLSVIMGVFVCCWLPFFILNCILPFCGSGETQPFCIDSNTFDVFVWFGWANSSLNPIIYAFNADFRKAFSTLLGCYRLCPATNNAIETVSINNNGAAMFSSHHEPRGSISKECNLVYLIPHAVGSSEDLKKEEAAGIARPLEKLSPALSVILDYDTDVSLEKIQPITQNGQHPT
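Tetracycline-induced HEK293 TREx D1 cells, force-coupled to calcium signalling, were dye-loaded with a no-wash calcium kit. Compound was pin-added after a 10 s baseline. Fluorescence was read kinetically at 1 cycle/s for 180 s, with calcium rises flagged as agonism.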
RXFP1 ag: agonists of human relaxin receptor RXFP1; Q9HBX9; HEK293T-RXFP1 cAMP TR-FRET, 30 min; response scale: percent of porcine relaxin response, buffer zero; Potency, µM (series often up to 57.5 µM), for the others: at the highest dose activation, hits mostly activators; 370,000 compounds, 0.3% hits; AID 2676; note: potency is the fitted concentration of half-maximal effect; % is set by controls: 0 for no effect and ±100 for the full control effect; nearly all actives have a fitted effect of over 60% in size; many of its hits are not listed in these tables
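HEK293 cells stably expressing RXFP1, treated 30 min at 37C with compounds plus PDE4 inhibitor Ro 20174; cAMP measured by HTRF TR-FRET. Normalized to buffer and 29 nM porcine relaxin; EC50 by Hill fit.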
D1 antag: antagonists of human D1 dopamine receptor. HEK293 TREx D1 cells, calcium flux, dopamine EC80; active compounds read low. activity change, negative = inhibition, % at 10 µM. 360,000 compounds, 3.2% hits; in the data active = activity change below about -30%; note: % is set by controls: 0 for no effect and ±100 for the full control effect
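Antagonism measured as reduced calcium response to an EC80 dopamine addition following 180 s compound pre-read; cells were inducible HEK293 Trex D1 plated overnight at 30 C, read kinetically at 1 cycle/sec.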
D1 PAM: enhances dopamine response at the human D1 receptor; HEK293 TREx D1 cells, calcium flux, dopamine EC20 potentiation; potentiation, % at 10 µM; 360,000 compounds, 0.036% hits; AID 504651; in the data active = potentiation above about 30%; note: 0% is about no effect
Vif-APOBEC3F blk: blocks the Vif interaction with APOBEC3F; HeLa A3F-eYFP + Vif (tagged APOBEC3F with the HIV-1 protein that degrades it), YFP fluorescence increase; Potency, µM (doses to about 46.1 µM), for the others: at the highest dose activity, negative = active; 390,000 compounds, 0.2% hits; note: potency is the fitted concentration of half-maximal effect; % of control where 0% means no effect; nearly all actives have a fitted effect of over 65% in size
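Fluorescence increase (Ex 488/Em 500-530) after overnight compound treatment at 37 deg C flags inhibition of Vif-driven A3F-eYFP loss in stable HeLa A3F-eYFP/Vif cells seeded overnight beforehand.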
Vif-A3G inh: inhibitors of Vif-APOBEC3G interaction; Q9HC16; HeLa A3G-eYFP + Vif (tagged APOBEC3G with the HIV-1 protein that degrades it), YFP fluorescence, overnight; Potency, µM (series often up to 46.1 µM), for the others: top-dose activity, negative = active, hits mostly inhibitors; 410,000 compounds, 0.076% hits; AID 602310;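 note: potency is the fitted concentration of half-maximal effect; % is set by controls: 0 for no effect and ±100 for the full control effect; nearly all actives have a fitted effect of over 60% in size; hits raise eYFP signal because A3G escapes Vif-driven loss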
Target sequence (Q9HC16 whole entry, looked up): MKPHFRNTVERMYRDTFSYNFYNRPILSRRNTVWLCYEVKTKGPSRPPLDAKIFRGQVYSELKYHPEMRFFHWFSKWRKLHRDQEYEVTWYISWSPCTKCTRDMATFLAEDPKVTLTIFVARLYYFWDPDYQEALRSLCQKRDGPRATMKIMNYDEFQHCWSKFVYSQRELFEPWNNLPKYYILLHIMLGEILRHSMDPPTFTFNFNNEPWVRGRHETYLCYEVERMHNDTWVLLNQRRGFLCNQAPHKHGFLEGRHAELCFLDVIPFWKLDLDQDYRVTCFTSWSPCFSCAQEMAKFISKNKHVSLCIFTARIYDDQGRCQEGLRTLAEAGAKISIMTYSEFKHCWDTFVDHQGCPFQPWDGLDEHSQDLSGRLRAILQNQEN
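HeLa cells stably expressing Vif and C-terminally eYFP-tagged A3G, seeded overnight at 37 deg C, then exposed to compound by pintool overnight at 37 deg C. Rise in yellow fluorescence (Ex 488/Em 500-530, Acumen) marks blocked Vif-driven A3G degradation.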
Starred values were filed as active, the others as inactive; ? = inconclusive; nt = no result given; & = joins results of further samples. Unless noted, calls come from the whole dose curve; as a rule, active = well fitted curve in the direction sought with a large enough effect; inconclusive = small, poorly fitted or top-dose-only effect, or another doubt; inactive = no such curve, though single readings can be large; an effect the other way counts as inactive or inconclusive.

SMILES	LDHA inh	D2 PAM	GRP78 ERSR act	D1 ag	RXFP1 ag	D1 antag	D1 PAM	Vif-APOBEC3F blk	Vif-A3G inh
O=C(COC(=O)CN1C(=O)NC2(CCCC2)C1=O)Nc1ccc(C(F)(F)F)cc1[N+](=O)[O-]	-1	8	-2%	7	1.9%	-10	-9	-24%	1%
CCCn1c(N)c(C(=O)COC(=O)CCNS(=O)(=O)c2ccccc2F)c(=O)[nH]c1=O	-5	1	-2%	3	5.2%	15	6	-3%	0%
COc1ccc(-c2nc(NC(=O)c3n[nH]c(=O)c4ccccc34)sc2C)cc1	-3	14	-2%	1	3.3%	-12	0	-9%	-4%
COc1ccccc1N1C(=NC(=O)CCC2CCCC2)SC2CS(=O)(=O)CC21 (configuration not stated)	-3	1	-5%	1	-1.2%	4	0	2%	-4%
CN(Cc1ccccc1)C(=O)COc1ccc(-c2nnco2)cc1	-9	-13	-5%	4	1.6%	-22	0	6%	-1%
CC(C)Sc1nnc(SCC(=O)N(C)C2CCS(=O)(=O)C2)s1 (configuration not stated)	-3	nt	-4%	0	-0.2%	15	1	-2%	0%
COc1ccc(-n2nnnc2SCC(=O)c2ccc3c(c2)OCCO3)cc1	2	34*	-4%	1	?	-10	-2	5%	1%
COc1ccc(C(CNC(=O)c2cccc(S(=O)(=O)Nc3ccc(Br)cc3)c2)N(C)C)cc1 (configuration not stated)	1	nt	3%	nt	nt	nt	nt	-15%	0%
COc1ccc(C(C)=O)cc1CSc1nc(Nc2ccc(F)c(F)c2)c2ccccc2n1	0	19	-5%	2	6.0%	32	-6	-1%	-2%
COc1ccc(CCNC(=O)CSc2ccc(-c3cccs3)nn2)cc1OC	-9&-2	-2	-5%	-1	1.3%	4	-1	1%	1%
COc1ccc(C(O)(c2ccccc2OC)C(CN2CCOCC2)c2ccccc2)cc1 (configuration not stated)	-1	-7	-5%	3	-0.7%	6	-3	8%	2%
Cc1ccc(C(=O)OCC(=O)NC2CCCCC2)o1	-4	-1	1%	3	-0.9%	15	-3	-1%	-2%
Cc1ccccc1-c1nc2ccccc2o1	-7	4	-3%	3	2.0%	1	-1	-5%	-1%
CCOc1ccc(/C=C/C(=O)OCC(=O)NCCc2ccc(OCC)c(OCC)c2)cc1OC	-6	-2	-3%	0	0.8%	10	-2	-11%	-4%
CCCc1ccc(-c2ccc(C(=O)Oc3ccc(Br)cc3)cc2)nc1	-3	-19	-2%	5	-0.1%	26	-1	4%	5%

Full records, quoted from the list.
Record of `COc1ccc(-c2nc(NC(=O)c3n[nH]c(=O)c4ccccc34)sc2C)cc1` : LDHA inh = -3; D2 PAM = 14; GRP78 ERSR act = -2%; D1 ag = 1; RXFP1 ag = 3.3%; D1 antag = -12; D1 PAM = 0; Vif-APOBEC3F blk = -9%; Vif-A3G inh = -4%
Record of `COc1ccc(C(O)(c2ccccc2OC)C(CN2CCOCC2)c2ccccc2)cc1` (configuration not stated) : LDHA inh = -1; D2 PAM = -7; GRP78 ERSR act = -5%; D1 ag = 3; RXFP1 ag = -0.7%; D1 antag = 6; D1 PAM = -3; Vif-APOBEC3F blk = 8%; Vif-A3G inh = 2%

(more compounds)
SMILES	LDHA inh	D2 PAM	GRP78 ERSR act	D1 ag	RXFP1 ag	D1 antag	D1 PAM	Vif-APOBEC3F blk	Vif-A3G inh
CC(C)(C)C(=O)CSc1ncnc2c1cnn2Cc1ccccc1	0	7	2%	8	0.6%	7	6	-3%	3%
CC[C@@H](C)C(NC(=O)OC(C)(C)C)c1cn([C@@H](Cc2ccc(O)cc2)C(=O)N2CCN(C(=O)OC(C)(C)C)CC2)nn1 (some centres not stated)	-14	-5	-5%	3	0.8%	-17	-4	1%	-6%
CCOC(=O)C1CCCN(C(=O)/C=C/c2ccc([N+](=O)[O-])cc2)C1 (configuration not stated)	-4	11	-1%	0	-1.0%	-13	-6	5%	2%
CCc1cc2c(SCC(=O)NC(=O)c3cccn3C)ncnc2s1	9	1	-2%	12	29%	-17	5	0%	-12%
O=C(Nc1nc2c(s1)CCc1ccccc1-2)c1ccco1	9	3	?	-2	0.6%	12	4	3%	-6%
CCOc1ccc(NC(=O)Cn2cc(C(=O)c3ccc(C)c(C)c3)c(=O)c3cc(F)ccc32)cc1	-2	1	0%	3	1.7%	0	-4	1%	-2%
O=C(NCc1ccco1)C1CCC(N2C(=O)c3ccccc3C2=O)CC1 (configuration not stated)	-7	-8	-6%	2	4.3%	-14	-11	-1%	-4%
COC(CNC(=O)c1ccc(CS(=O)(=O)c2ccc(C)cc2)o1)OC	2	-1	-5%	2	2.7%	-3	5	0%	-2%
CCS(=O)(=O)NCC(c1cccnc1)N1CCN(c2ccccc2OC)CC1 (configuration not stated)	-3	-4	0%	0	0.6%	-13	-4	-13%	6%
Nn1c(COc2cccc(Br)c2)nnc1SCC(=O)NCC1CCCO1 (configuration not stated)	-9	-14	-4%	0	1.1%	0	-5	-18%	0%
CC1(C)C/C(=C(/C#N)C(N)=O)CCO1	-4	-3	-2%	3	0.0%	19	2	0%	2%
Cc1ccc(COn2c(-c3ccc(Cl)cc3)nc3ccc([N+](=O)[O-])cc32)cc1	-11	-4	8%	10	0.3%	-1	-6	-6%	5%
Cc1ccc(C(C(=O)NC(C)(C)C)N(Cc2ccc3c(c2)OCO3)C(=O)c2ccc(CN3CCOCC3)o2)o1 (configuration not stated)	8	2	1%	0	0.5%	0	0	-2%	-3%
CCCC(=O)Nc1cc(Cl)ccc1N1CCN(C(=O)CC)CC1	-9	4	-3%	0	1.7%	1	-3	-5%	-3%
O=C(NCCc1ccc(F)cc1)c1ccncc1	-6	-1	-1%	1	0.3%	-7	-8	3%	2%
NC(N)=N/N=C/c1cc([N+](=O)[O-])ccc1O	-1	11	-1%	1	-0.4%	7	-5	-17%	-2%
Cc1ccc(NC(=O)c2cc(S(=O)(=O)N3CCCCC3)c[nH]2)cc1F	-5&-1	-1&0	-5%&-1%	3&6	-1.2%&3.6%	13&6	-4&-2	3%&-17%	-2%&-2%
Cc1cccc(NC(=S)N2CCCN(c3ncccc3[N+](=O)[O-])CC2)c1	-1	-11	1%	0	-0.7%	-20	-7	14%	0%
COc1ccc(NC(=O)Cn2c(=O)n(CC(=O)NCCc3ccccc3)c(=O)c3ccccc32)cc1	-7	-3	-3%	10	-0.5%	-2	-2	0%	2%
CCOC(=O)C(CCCOc1cccc(OC)c1)C(=O)OCC	-7	4	0%	10	0.6%	-34*	0	2%	1%
O=C(NN1CCOCC1)c1cc(-c2ccc(Br)s2)nc2ccccc12	1	-2	-3%	-1	0.4%	3	0	-12%	3%
CCC(c1nnc(SCCNCCO)n1CCN1CCOCC1)N(C)C (configuration not stated)	-20	10	-1%	1	-0.2%	-3	-1	8%	7%
Cc1onc(-c2c(F)cccc2Cl)c1C(=O)N(Cc1ccccc1)C(C)C	-3	-5	-2%	3	2.1%	8	-7	-5%	0%
COc1ccc(/C=C/C(=O)OCC(=O)N2c3ccccc3CC2C)cc1OC (configuration not stated)	0	nt	-2%	nt	nt	nt	nt	1%	0%
COC(=O)c1ccc(OCC(O)CN2C(=O)NC(C)(C)C2=O)cc1 (configuration not stated)	0	-5	1%	3	2.8%	6	1	5%	0%
COC(=O)c1cc2oc3ccccc3c2n1Cc1nc(-c2ccccc2C)oc1C	1	-1	nt	2	0.1%	12	-4	nt	nt
CC(C)OC(=O)CC1C(=O)NCCN1C(=S)NC(=O)c1ccccc1 (configuration not stated)	3	1	-4%	4	-0.2%	5	-19	2%	2%
Cc1cc2oc(=O)c(CC(=O)O)c(C)c2c2occ(-c3ccccc3)c12	-5	6	-3%	7	12%	-3	1	-5%	-2%
COc1ccccc1CC(NC(C)=O)C(=O)NC1CCN(C(=O)c2ccc([N+](=O)[O-])cc2)CC1 (configuration not stated)	-1	2	-7%	1	-3.1%	-11	0	-6%	3%
CN1CCN(C(=O)c2cnn3c(C(F)(F)F)cc(-c4cccs4)nc23)CC1	-1	7	-4%	5	4.9%	-8	-5	9%	3%
O=C1NN(c2ccc(Br)cc2)C(=O)/C1=C\c1ccc(O)cc1O	-8	-3	0%	5	-0.7%	-2	2	9%	-1%
O=c1oc(Nc2cccc(Cl)c2)nc2ccccc12	0	-3	-7%	1	0.2%	-14	-7	-13%	-8%
O=C(NC1CC2CCCC(C1)N2C(=O)Nc1ccc(F)cc1)c1ccccc1 (configuration not stated)	-13	-2	-5%	3	-1.2%	-20	-2	-15%	-1%
O=C(c1cc2sccc2n1Cc1ccc(F)cc1)N1CCN(c2nc3ccccc3s2)CC1	-2	-4	0%	5	-0.3%	2	-3	0%	1%
Cn1ncc([N+](=O)[O-])c1C(=O)Nc1ccc(Cl)cc1	-2	15	7%	3	-0.5%	-5	-6	-12%	-1%
NS(=O)(=O)c1ccc(NC(=O)C(=O)Nc2ccc3nc4n(c(=O)c3c2)CCCCC4)cc1	-4	-3	-3%	5	4.1%	-3	0	-5%	2%
CSc1ccc(Cl)c(C(=O)Nc2nccs2)c1	2	19	-2%	0	0.0%	-14	0	-3%	0%
CCn1c(SC(C)C(=O)O)nnc1-c1cccnc1 (configuration not stated)	-14	28	-1%	5	3.6%	2	11	-1%	-1%
CC(NCCC1(C(C)C)CCOC(C)(C)C1)c1cccs1 (configuration not stated)	-5	11	-3%	4	0.8%	10	2	3%	3%
O=C(Nc1cnccn1)c1csc2ccccc12	-4	nt	7%	0	-1.2%	3	-5	-1%	1%
Cc1nc(-c2ccc(Cl)cc2)sc1C1(C)CC(c2ccncc2)=NO1 (configuration not stated)	0	nt	1%	nt	nt	nt	nt	3%	4%

Assay outcomes from PubChem BioAssay.

An excerpt; rates above refer to the full screens.
